# Compound activity from PubChem BioAssay.
# S1P2 ag: S1P2 (human) receptor agonism; S1P2-expressing cell line, agonist reporter read-out; activation, % at 4.5 µM; AID 729; hit rate 0.46% among 97,000; O95136; in the data active = activation above about 16%;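 note: 0% = vehicle low control and 100% = maximal reference agonist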
# Target sequence (O95136 whole entry, looked up): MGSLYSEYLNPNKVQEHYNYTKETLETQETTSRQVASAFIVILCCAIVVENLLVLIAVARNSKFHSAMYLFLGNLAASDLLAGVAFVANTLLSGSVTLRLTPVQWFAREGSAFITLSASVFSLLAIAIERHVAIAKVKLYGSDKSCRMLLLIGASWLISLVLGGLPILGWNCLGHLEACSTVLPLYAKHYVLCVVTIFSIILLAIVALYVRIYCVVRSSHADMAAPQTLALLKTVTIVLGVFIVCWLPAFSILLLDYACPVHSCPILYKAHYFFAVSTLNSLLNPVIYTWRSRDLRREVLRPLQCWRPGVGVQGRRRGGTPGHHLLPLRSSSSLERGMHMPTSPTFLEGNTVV
# CYP2C19 activ: increases human CYP2C19 enzyme activity. P33261. recombinant CYP2C19, luciferin-H EGE luminescence; hits give high values; 0 = fully inhibited enzyme, 1 = untreated enzyme. activation factor at 5 µM. 96,000 tested, under 10 active;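 active = activation factor of at least 2 at 5 µM in the primary screen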;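 note: 0 = wells with 2.5 mM tranylcypromine and 1 = vehicle-only wells; values of inactives mirror those of a sister screen read the other way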
# sEH inh: soluble epoxide hydrolase (human) inhibition; hit rate 0.34% among 91,000; inhibition, % at 2 µM; recombinant human sEH enzymatic activity assay; P34913; in the data active = inhibition above about 80%; note: values of inactives mirror those of a sister screen read the other way; many of its hits are not listed in these tables
# CYP2C19 inhib: inhibitors of human CYP2C19. P33261. CYP2C19 Supersomes, luciferin-H EGE luminescence, 30 min. inhibition, % at 5 µM. hit rate 21% among 96,000. AID 778;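 active = CYP2C19 inhibition above a set limit at 5 µM in the primary screen, cut at about 50% in these data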;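 note: plate controls were negative control wells for no effect and 2.5 mM tranylcypromine positive control for full effect; values of inactives mirror those of a sister screen read the other way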
# S1P2 antag: S1P2 (human) receptor antagonism; O95136; cell-based S1P2 antagonist assay, inhibition at 5 uM; inhibition, % at 5 µM; hit rate 0.21% among 97,000; in the data active = inhibition above about 45%;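 note: CRE beta-lactamase reporter cells expressing human S1P2 stimulated with S1P; 0% = agonist at EC80 alone and 100% = agonist plus reference antagonist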
# PostGolgi yeast: growth inhibition of a yeast mutant, post-Golgi transport screen. post-Golgi transport phenotypic cell assay. inhibition, % at 10 µM. hit rate 0.9% among 98,000;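 note: yeast cells grown in 1536-well plates; yeast grown about 18 h at 30C before absorbance read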
# PostGolgi ctrl: inhibits growth of the yeast control strain; efflux-deficient yeast background strain, growth absorbance A615, 16 h; inhibition, % at 10 µM; hit rate 5% among 98,000; AID 738
# DAT uptake mod: changed human dopamine transporter uptake under cocaine IC80; hit rate 1.3% among 110,000; B-score at 10 µM; LLC-PK1 hDAT cells, [14C]-dopamine uptake with cocaine IC80; actives deviate in either direction;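 active = Z score or B-score, a plate-position-corrected score, falls beyond the plate's 99.7% confidence bounds, in either direction; inactive = both scores lie inside the 99.7% bounds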;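 note: scored against the spread of the other compound wells on the same plate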
# Target sequence (Q01959 whole entry, looked up): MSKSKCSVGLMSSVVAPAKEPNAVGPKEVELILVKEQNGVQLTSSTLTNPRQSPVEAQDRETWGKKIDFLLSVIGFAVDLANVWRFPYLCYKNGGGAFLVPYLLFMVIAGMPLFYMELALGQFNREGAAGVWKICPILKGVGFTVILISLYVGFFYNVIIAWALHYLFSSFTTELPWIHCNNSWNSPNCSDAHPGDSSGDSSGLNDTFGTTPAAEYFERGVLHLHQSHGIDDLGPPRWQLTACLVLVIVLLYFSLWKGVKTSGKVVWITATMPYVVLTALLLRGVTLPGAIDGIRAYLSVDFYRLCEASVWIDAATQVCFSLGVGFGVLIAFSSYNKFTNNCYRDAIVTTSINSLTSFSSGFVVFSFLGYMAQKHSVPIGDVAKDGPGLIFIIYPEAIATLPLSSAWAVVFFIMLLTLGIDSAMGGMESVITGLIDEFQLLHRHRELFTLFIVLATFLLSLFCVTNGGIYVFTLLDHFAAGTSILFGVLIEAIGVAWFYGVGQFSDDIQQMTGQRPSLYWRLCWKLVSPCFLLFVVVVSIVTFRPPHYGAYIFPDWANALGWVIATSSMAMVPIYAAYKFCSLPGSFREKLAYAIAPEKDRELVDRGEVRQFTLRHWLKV
# sEH act: increases human soluble epoxide hydrolase activity; P34913; purified human sEH enzymatic activity, activator screen; activation, % at 2 µM; hit rate 0.04% among 91,000; in the data active = activation above about 37%; note: values of inactives mirror those of a sister screen read the other way
# An asterisk follows results filed as active; . = no result given; & = joins results of further samples. Cut-off read from the data, not from the text of the source, unless noted: active = inhibition above about 30%; inactive = the rest. Compounds as they come. Share with any hit: about 24%.
SMILES,S1P2 ag,CYP2C19 activ,sEH inh,CYP2C19 inhib,S1P2 antag,PostGolgi yeast,PostGolgi ctrl,DAT uptake mod,sEH act
COc1ccccc1N1CCN(Cc2ccc(O)c3ncccc23)CC1,-3,0.6,7,43,20,1,2,1.8,-7
O=C(c1ccc2c(c1)OCO2)N1CCCc2ccccc21,-6,0.2,-5,83*,12,-3,1,0.81,4
C=CCN1CCN(c2ccncc2S(=O)(=O)N2CCOCC2)CC1,-3,1,5,-3,2,-8,-8,0.29,-4
O=C(CSc1nnc(Cc2csc(Nc3cccc(Cl)c3)n2)o1)N1CCc2ccccc21,-6,0.6,9,38,19,-1,23,2,-10
COc1ccc(NS(=O)(=O)c2ccc3oc(SC4CCOC4=O)nc3c2)cc1 (centres undefined),-8,0,-10,97*,-20,15,4,0.066,9
C=CCSc1ccsc1C(=O)O,-8,1,-6,-5,19,-3,-11,-0.53,7
COc1cccc(C(=O)Nc2cccnc2)c1,-3,0.7,-4,26,-21,-8,2,.,0
COc1ccc(CCN(C(=O)C(F)(F)F)C(C(=O)NC2CCCC2)c2cccs2)cc1OC (centres undefined),-6,0.1,-6,85*,-34,19,15,0.51,9
C=CCn1c(SCC(=O)NC(C)(C)C)nnc1-c1ccccc1O,-5,0.7,-4,30,-19,9,5,0.044,7
CCOc1ccc2[nH]c3c(N4CCN(c5ccccn5)CC4)ncnc3c2c1,-8,0.2,-6,80*,1,18,10,0.69,5
CC(=O)Nc1ccc(C(=O)CSc2ncn(-c3ccccc3)n2)cc1,-5,0.3,2,67*,-13,2,35*,-1.1,-2
CC1CC(Nc2cccc(O)c2)=CC(=O)O1 (centres undefined),-7,0.9,-9,10,10,-2,-3,-0.13,11
O=c1[nH]c2c(n(C3CCCCC3)c1=O)CCC2,-6,1.1,-5,-11,-18,-1,9,0.37,3
CCCCNS(=O)(=O)c1ccc(NS(=O)(=O)c2c(C)cc(C)cc2C)cc1,-4,0.2,5,85*,-12,-14,6,0.61,-8
CCOc1cc(S(=O)(=O)N2CCC(Cc3ccccc3)CC2)c(OCC)cc1-n1cnnn1,.,0.5,.,53*,.,3,10,-0.46,.
COc1cccc(C(=O)NCc2ccccc2OC)c1,.,0.6,.,37,.,5,-2,-0.63,.
O=C(CS(=O)(=O)c1c[nH]c2ccccc12)Nc1ccc2c(c1)OCCO2,-4,0.3,13,68*,-2,10,9,1.2,-11
O=S1(=O)c2ccccc2N=NN1Cc1ccc(Cl)cc1,-3,0.2,17,83*,-8,0,8,-0.39,-16
O=C1CCc2nc3sc4c(c3c(=O)n2N1)CCCC4,-2,.,-5,.,-14,.,.,.,10
COCC(=O)N1CCCN(c2nc3c(C)cccc3cc2C#N)CC1,1,0.4,-3,64*,-11,-5,12,1.3,5
O=C(c1cc(-c2ccc(Cl)c(Cl)c2)on1)N1CCCC1,.,1,.,3,.,-3,13,1.4,.
CC(=O)N(C)c1ccc(NC(=O)c2cnn(C)c2)cc1,-3,0.9,16,11,0,-2,-1,-0.022,-14
CCN(CC)C(=O)c1ccc(S(=O)(=O)N2CCC(c3nc4ccccc4s3)CC2)cc1,-2,.,0,.,17,.,.,0.94,5
COC(=O)c1ccc(/C(O)=C(\C#N)c2nc3ccccc3s2)cc1,-8,1,2,3,10,8,0,-0.18,-4
COc1ccccc1C/C(N)=N/OC(=O)c1ccc(C)c([N+](=O)[O-])c1,-2,0.9,-2,9,17,6,10,-0.39,3
CC1=CC(C)(C)N(C(=O)C(C)N2C(=O)c3ccccc3C2=O)c2ccc(C)cc21 (centres undefined),1,0.2,-13,83*,4,6,18,-0.79,8
COc1cc2ccccc2cc1C(=O)N1CCN(C)CC1,-4,0.6,12,44,4,-5,9,0.34,-10
O=C(Cn1c(NCCCO)nc2ccccc21)c1ccco1,-4,1,8,0,-6,-1,8,0.23,-6
COc1ccc2c(c1)c(N=O)c(O)n2C,1,0.6,-16,39,-8,1,-8,-0.66,15
CCn1c(C)nc2cc(C(=O)NNS(=O)(=O)c3c(C)c(C)cc(C)c3C)ccc21,-5,0.5,-4,55*,13,-5,15,1.6,4
CCc1ccc(N/C(SCc2ccccc2C)=C(/C#N)C(=O)NCc2ccco2)cc1,-7,0.4,2,57*,1,17,0,2.1,-5
O=C1CC(N2CCN(c3ccc(F)cc3)CC2)C(=O)N1Cc1ccc(N2CCCC2=O)cc1 (centres undefined),-3,0.8,-4,22,13,1,8,0.41,4
CC1CCCCN1CCNC(=O)Cn1nc(-c2ccccc2)ccc1=O (centres undefined),.,1.2,.,-20,.,39*,0,0.86,.
C#CCn1c(S(=O)(=O)Cc2ccc(OC)cc2)nc(-c2ccccc2)c1-c1ccccc1,-3,0.4,-10,64*,17,0,25,-0.095,11
Cc1ccccc1OCC(=O)NCC(=O)OCC(=O)c1ccc2ccccc2c1,-4,1,-8,-2,-15,0,7,-0.024,7
Cn1c(=O)c2cc(S(=O)(=O)NCCC(=O)NC3CCCCCC3)ccc2n(C)c1=O,-3,1,11,0,-16,17,4,-0.028,-11
O=C(C(c1ccccc1)c1ccccc1)N1CCN(Cc2ccco2)CC1,0,.,9,.,4,.,.,0.2,-6
CCCC1C2C(=O)N(c3ccccc3)C(=O)C2ON1c1ccccc1 (centres undefined),-2,0.4,9,56*,-7,-1,-8,-0.42,-8
CC(C)(C)C(=O)C(CO)(Oc1ccc(Cl)cc1)n1cncn1 (centres undefined),.,0.1,.,93*,.,99*,95*,0.0016,.
COc1ccc(CC(=O)NC2CCN(Cc3nnnn3C(C)(C)C)CC2)cc1OC,-1,1.1,15,-6,12,-1,-2,-2,-14
CSCC[C@H](Nc1ncnc2sc(C)c(C)c12)C(=O)O,-3,1.1,-30,-7,-12,-2,-3,0.54,28
COc1ccc2nc(-c3ccco3)c(-c3ccco3)nc2c1,-2,0.7,-9,35,14,13,11,0.66,10
O=c1oc(-c2ccc(F)cc2)nc2ccsc12,-4,0.9,11,13,9,12,2,-0.95,-11
O=C(O)c1ccc(NC(=O)C2(c3ccccc3)CCOCC2)cc1,-1,1.1,-6,-14,-7,3,0,0.025,9
CCOc1cc(N2CCOCC2)c(OCC)cc1NC(=O)Cc1ccc(OC)c(OC)c1,-2,0.8,-3,18,-4,5,6,.,3
COc1cc(/C=C2/SC(=S)N(CC(=O)Nc3nc4ccccc4s3)C2=O)cc(OC)c1OC,-1,0.9,-4,11,9,-4,0,0.85,4
O=C(N1CCOCC1)N1CCN(CC(O)COc2ccc3ccccc3c2)CC1 (centres undefined),-4,1.1,5,-6,4,-17,-4,-0.39,-6
CCC(NC(=O)NC1=NCCS1)(C(F)(F)F)C(F)(F)F,-6,1,.,-4,-3,-4,14,-0.8,.
Cc1cccc2cc(CN(Cc3ccco3)C(=O)Nc3cccc(C#N)c3)c(Cl)nc12,1,0.4,14,62*,-25,-5,12,-0.68,-12
COc1cccc(C2CC(=O)N3CN(c4cccc(Cl)c4C)CSC3=C2C#N)c1OC (centres undefined),-2,0.9,11,8,20,-1,2,1,-12
CC1(C)COC(c2cccn2Cc2ccc(F)cc2Cl)=N1,-2,1,0,0,-14,10,8,-1.3,1
CC1CCCC(C(=O)O)N1C(=O)CCSSCCC(=O)N1C(C)CCCC1C(=O)O (centres undefined),-1,1.1,-1,-12,-13,-7,10,0.32,-2
C/C(N)=C(/C#N)C(=O)CSc1nc(C2CCCCC2)n(-c2ccccc2)n1,.,0.8,.,23,.,-6,3,2.1,.
CCOC(=O)N1CCN(C2CC(=O)N(c3ccc(Cl)c(Cl)c3)C2=O)CC1 (centres undefined),-5,.,11,.,-8,.,.,-0.095,-7
Clc1c(-c2nnc3n2CCC3)sc2ccccc12,.,0.8,.,16,.,2,5,2.2,.
O=C1OC(c2ccccc2)=N/C1=C/c1cccc(OC(=O)c2cccs2)c1,-4,.,-4,.,17,.,.,0.092,7
Cc1noc(-c2ccccc2OC(=O)c2ccccc2)n1,-3,0.6,5,39,-11,4,25,0.14,-5
CCN(CC)CCCNC(=O)c1c(O)c2c([nH]c1=O)CCCC2,.,1,.,2,.,5,5,0.067,.
O=C(Nc1ccc(Cl)cn1)C1CCCN1S(=O)(=O)c1cccc2ccccc12 (centres undefined),-6,0.7,12,32,-20,-3,50*,-0.032,-10
Cc1cc(C)c2c(n1)nn1c(N3CCOCC3)cc(C)nc21,7,.,-22,.,-56,.,.,.,24
# More entries follow:
SMILES,S1P2 ag,CYP2C19 activ,sEH inh,CYP2C19 inhib,S1P2 antag,PostGolgi yeast,PostGolgi ctrl,DAT uptake mod,sEH act
CC1(C)CC(=O)C(C(C2=C(O)CC(C)(C)CC2=O)c2cccs2)C(=O)C1 (centres undefined),-4,1,2,1,15,4,-1,.,0
CCOC(=O)N1CCC(n2c(SCC(=O)NCc3ccccc3)nc3ccccc3c2=O)CC1,-7,0.4,12,60*,0,5,30,1.4&-0.35,-11
CCn1c(CC(=O)Nc2cccc(OC)c2)nnc1SCC(=O)Nc1nccs1,-4,0.9,-1,10,0,-3,5,-0.24,4
CSc1nn(CCc2ccncc2)c(=S)s1,-2,0,3,97*,9,-3,-4,-0.52,-3
CC1CCC(NC(=O)C2(C)CCC(=O)N2Cc2cccnc2)CC1 (centres undefined),-3,0.8,-19,15,13,6,8,0.018,19
CCN(CC)CCNC(=O)CCn1c(=S)[nH]c2cc3c(cc2c1=O)OCO3,-4,1.1,-5,-13,-6,4,2,0.066,6
CCc1nnc(NC(=O)COC(=O)CN2C(=O)c3ccccc3C2=O)s1,-7,1,-6,-4,4,5,10,0.00021,6
COc1cc(S(=O)(=O)N2CCN=C2c2ccccc2)ccc1F,27*,0.3,2,74*,2,-7,9,-0.35,-2
CCN(CC)S(=O)(=O)c1ccc(C(=O)Nc2nnc(C(C)C)s2)cc1,-4,1,11,-2,25,-3,11,2.2,-12
Cc1ccc(S(=O)(=O)N2CCCC(C(=O)NCCC3=CCCCC3)C2)cc1 (centres undefined),-1,0.9,82*,11,-3,-3,4,-0.74,-82
N#Cc1cc(-c2ccccc2)cnc1Sc1ccccc1,-1,0.7,.,28,-1,0,15,-0.92,.
CCOC(=O)/C(C#N)=C1\C=CN(C)C(C)=N1,-5,.,1,.,10,.,.,-0.25,-2
OCCN(Cc1ccccc1)Cc1cccc(C(F)(F)F)c1,-2,0.3,4,73*,4,1,11,0.76,-8
O=C(c1cc2ccccc2oc1=O)N1CCN(Cc2ccc3c(c2)OCO3)CC1,-3,0.8,.,24,13,8,3,0.84,.
CC1CCCCN1C(=O)C12CCC(C)(C(=O)C1)C2(C)C (centres undefined),-6,1,7,-2,-10,-20,4,0.26,-8
CC(C)CC(=O)Nc1cccc(-c2nc3ccccc3o2)c1,-3,0.7,-3,29,13,10,2,1.8,3
CCOc1ccc(CCNC(=O)CN(C)S(=O)(=O)c2cccc3nsnc23)cc1OCC,-3,0.8,4,22,18,-5,1,-0.62,-4
CSc1ccc(S(=O)(=O)NCCSC(C)(C)C)cc1,-6,0.1,-11,86*,-7,-8,8,0.14,8
COc1ccc(CNC(=O)c2cnc(C)cn2)cc1,-3,0.7,-6,27,14,22,-5,-0.002,9
c1ccc(Cn2c(CSc3nnnn3-c3ccccc3)nc3ccccc32)cc1,-3,1,-14,2,-4,1,3,-1.7,13
